# HEK293 tox = cytotoxic compounds in HEK 293 cells | HEK 293 viability, ATP luminescence (CellTiter-Glo), 48-72 h | Potency, µM (titrated, usually from 115 µM), for the others: at the highest dose activity change, negative = cytotoxicity, actives largely listed as inhibitors | 94,000 compounds, 6.6% hits; also: potency is read from the fitted curve at half-maximal effect; nearly all actives have a fitted effect of over 60% in size
#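 HEK 293 seeded at 250 cells/well receive compound via pintool. After 48 or 72 hr at 37 degree Celsius, 5% CO2 and 95% humidity, CellTiter-Glo is dispensed and luminescence read following 10 min at room temperature.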
# FLuc inh = blocks purified firefly luciferase enzyme activity; P08659; purified P. pyralis luciferase, luminescence, biochemical; Potency, µM (series often up to 115 µM), without a hit: at the top dose activity change, negative = inhibition, hits mostly inhibitors; 76,000 compounds, 2.5% hits; AID 1347043; also: potency is read from the fitted curve at half-maximal effect; nearly all actives have a fitted effect of over 65% in size
#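 Luminescence read by CCD imaging after purified firefly luciferase (10nM final) was added to substrate buffer holding 10uM D-luciferin and 10uM ATP, pH 7.5, pre-dosed with compound.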
# SNCA viab count = counter-screen for SNCA expression inhibitors: cell viability | HEK-293-SNCA-luc viability, GF-AFC fluorescence, 24 h | 150,000 compounds, 0.12% hits | AID 1671193 | Potency, µM (top dose mostly 57.1 µM), inactives show at the highest dose activity change, negative = cytotoxicity, most hits filed as cytotoxic;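 also: potency is read from the fitted curve at half-maximal effect; 0% = DMSO-treated cells and -100% = medium-only wells without cells; nearly all actives have a fitted effect of over 30% in size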
#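 Cytotoxicity counterscreen: after 24 h compound treatment of genome-edited SNCA-luciferase HEK-293 cells, live-cell protease substrate GF-AFC read by fluorescence after 30 min; activity scaled between DMSO (0%) and medium-only (-100%), curves Hill-fitted.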
# GPT2 inhibitor = blocks human glutamate pyruvate transaminase 2; Potency, µM (titrated, usually from 57.7 µM), for inactives: at the highest dose activity change, negative = inhibition, most hits filed as inhibitors; Recombinant GPT2, coupled pyruvate oxidase/HRP Amplex Red fluorescence; Q8TD30; 100,000 compounds, 0.25% hits; AID 1671188; also: potency is read from the fitted curve at half-maximal effect; nearly all actives have a fitted effect of over 60% in size; many of its hits are not listed in these tables
# Target sequence (Q8TD30 whole entry, looked up): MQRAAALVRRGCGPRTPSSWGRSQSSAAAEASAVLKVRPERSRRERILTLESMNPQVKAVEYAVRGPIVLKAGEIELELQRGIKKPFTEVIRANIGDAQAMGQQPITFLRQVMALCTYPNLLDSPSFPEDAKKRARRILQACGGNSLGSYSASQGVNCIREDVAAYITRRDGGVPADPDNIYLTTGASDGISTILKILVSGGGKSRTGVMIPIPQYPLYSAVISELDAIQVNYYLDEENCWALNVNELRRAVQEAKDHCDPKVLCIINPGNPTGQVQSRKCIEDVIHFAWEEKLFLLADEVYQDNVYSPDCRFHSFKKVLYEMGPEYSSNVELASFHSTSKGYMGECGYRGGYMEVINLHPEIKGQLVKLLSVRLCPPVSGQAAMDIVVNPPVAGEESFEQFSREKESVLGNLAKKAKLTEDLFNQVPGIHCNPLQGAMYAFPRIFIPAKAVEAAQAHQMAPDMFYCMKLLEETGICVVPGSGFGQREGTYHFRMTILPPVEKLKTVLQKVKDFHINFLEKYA
#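 Fluorescence read-out: pyruvate from GPT2 turnover coupled to pyruvate oxidase, HRP and Amplex Red (0.2mM ThPP, 0.2U/mL PO and HRP, 50uM Amplex final). Substrates 250uM a-KG, 2mM L-alanine; enzyme 10ng/uL; 30 min RT.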
# IP6K1 inhibitor = IP6K1 kinase inhibition; Q92551; IP6K1 kinase, ADP-Glo luminescence, 2 h; hits give low values; activity change, % (series mostly up to about 58 µM); 140,000 compounds, 0.81% hits; AID 1645851; in the data active = activity change below about -25%
# Target sequence (Q92551 whole entry, looked up): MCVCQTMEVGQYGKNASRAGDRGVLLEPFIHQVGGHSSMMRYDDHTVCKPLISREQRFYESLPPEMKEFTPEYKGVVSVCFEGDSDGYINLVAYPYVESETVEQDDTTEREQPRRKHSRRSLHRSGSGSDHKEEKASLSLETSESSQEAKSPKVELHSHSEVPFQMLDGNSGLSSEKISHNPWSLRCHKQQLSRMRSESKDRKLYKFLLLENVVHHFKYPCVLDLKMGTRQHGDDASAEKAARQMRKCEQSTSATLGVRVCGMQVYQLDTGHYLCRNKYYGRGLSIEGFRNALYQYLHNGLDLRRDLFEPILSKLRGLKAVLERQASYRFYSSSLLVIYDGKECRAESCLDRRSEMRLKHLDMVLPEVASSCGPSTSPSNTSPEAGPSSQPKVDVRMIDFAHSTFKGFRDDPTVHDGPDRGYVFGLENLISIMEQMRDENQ
#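 ADP-Glo luminescence measures ADP made by human IP6K1 during a 2 h RT reaction with ATP/IP6 (mix at 1.3 mM/130 uM); top library doses 57.5 and 19.1 uM final.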
# 3T3 cytotox = cytotoxic compounds in NIH 3T3 cells. Potency, µM (titrated, usually from 96.7 µM), inactives show top-dose activity change, negative = cytotoxicity, actives largely listed as inhibitors. 94,000 compounds, 4.3% hits. AID 1345082. NIH 3T3 viability, CellTiter-Glo ATP luminescence, 48-72 h; also: potency is read from the fitted curve at half-maximal effect; nearly all actives have a fitted effect of over 55% in size
#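 ATP-dependent luminescence (CellTiter-Glo) served as the viability signal for NIH 3T3 cells treated with compound for 48 or 72 hr at 37 °C.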
# SNCA expr inhib = reduces expression of the alpha-synuclein gene; HEK-293 SNCA-luciferase knock-in, luminescence, 24 h; Potency, µM (series often up to 57.2 µM), for the others: top-dose activity change, negative = inhibition, actives largely listed as inhibitors; 140,000 compounds, 0.17% hits;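 also: potency is read from the fitted curve at half-maximal effect; plate controls were DMSO cells for no effect and cell-free wells for full effect; nearly all actives have a fitted effect of over 45% in size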
# * = called active by the depositor; i = inactive; u = inconclusive; x = no result given; & = joins results of further samples; [ ] = another dose, or the depositor's remark. Unless noted, calls follow the shape of the dose curve; as a rule, active = well fitted curve in the direction sought with a large enough effect; inconclusive = small, poorly fitted or top-dose-only effect, or another doubt; inactive = no such curve, though single readings can be large; an effect the other way counts as inactive or inconclusive. Unless noted, % is scaled to controls: 0 for no effect and ±100 for the full control effect.
SMILES,HEK293 tox,FLuc inh,SNCA viab count,GPT2 inhibitor,IP6K1 inhibitor,3T3 cytotox,SNCA expr inhib
FC(F)(F)c1ccc(N2C3CCC2CN(Cc2ccc(-c4cccs4)cc2)C3)cc1,2%&-3%,5%,7%&-1%,-9%,-5&7,-19%&-72%,u
CC1=CCC[C@@H]2[C@@](C)(CCc3ccoc3)[C@H](C(=O)O)CC[C@@]12C,x,x,-5%,1%[27.3 µM],-1,x,x
Cc1nc(C)c(-c2ccc(SCC(=O)Nc3cccc(C)c3C)nn2)s1,x,x,0%,x,-1,x,85%[activator]
COc1ccccc1-c1cccc(C(=O)N2CCN(C(=O)c3ccc(C(F)(F)F)cc3)CC2)c1,u,x,6%[12.5 µM],i,18,u,-18%
CCOC(=O)c1cccc(NC(=O)N2CCC(CN3CCCCCC3)CC2)c1,x,x,3%,x,44,x,-12%
C[C@@H](NC(=O)c1ccc(Cl)cc1)c1c(-c2ccc(F)cc2)noc1C(=O)O,-8%[172 µM],-11%[172 µM],7%[87.6 µM],1%[88.5 µM],-23,u,13%[87.6 µM]
COc1ccc(-c2nnc3n2CCN(C(=O)c2ccc(Cl)nc2)C3)cc1,0%,4%,-20%,4%,-1,-7%,-19%
Cc1ccccc1NC(=O)c1cc2c([nH]c1=O)CC(C)(C)CC2=O,x,x,2%,x,-1,x,214%[activator]
CC(C)C(=O)OC1=CN(Cc2ccccc2)S(=O)(=O)c2ccccc21,x,x,2%,x,6,x,-12%
COc1ccc(CCNC(=O)CSCc2nc(-c3cccc(C)c3)oc2C)cc1OC,x,x,u,x,14,x,-19%
Clc1ccc(-c2nnc([C@H]3CCN(Cc4ccccc4)C3)o2)cc1,u,u,-2%[87.6 µM],0%[88.5 µM],36,u,7%[87.6 µM]
COc1ccc(C(=O)Nc2cccc(C(=O)OCc3cc(=O)n4nc(C5CC5)sc4n3)c2)cc1,x,x,u,x,-13,x,86%[activator]
CCOc1ccc2c(c1)c(=O)c(S(=O)(=O)c1ccc(CC)cc1)cn2CC,x,x,10%,x,-5,x,-28%
Cc1cc(=O)[nH]c2nnc(SCc3cccc(C(F)(F)F)c3)n12,x,x,2%,x,11,x,-5%
Cc1ccccc1S(=O)(=O)N1CCCCC1c1nc(CCOCC2CCOCC2)no1 (centres undefined),u,x,-3%,i,-4,-21%,-10%
COc1ccc(CCNC(=O)c2c(C)oc3ncn(CC(C)C)c(=O)c23)cc1OC,x,x,0%,x,15,x,6%
O=C1COCC2(CN1Cc1cccc(OC(F)(F)F)c1)CN(c1ccccc1F)C2,89µM*,3%[172 µM],-7%[87.6 µM],-18%[88.5 µM],23,89µM*,-23%[87.6 µM]
CCc1ccc(C2CC(=O)NC(NC(=O)c3ccc(C(C)(C)C)cc3)=N2)cc1 (centres undefined),x,x,-21%,x,3,x,29%
COc1cccc(C(=O)N2CCC(N3C[C@H](O)C[C@H]3C(=O)N3CCc4ccccc43)CC2)c1,i,6%,0%,i,5,-2%,-10%
CCCc1nn2c(=O)cc(COC(=O)c3ccc(NC(=O)COc4ccc(F)cc4)cc3)nc2s1,x,x,11%,x,-18,x,1%
O=C(NCC1CCCCC1)c1ccc2c(c1)N(S(=O)(=O)c1ccccc1)CC2,u,2%,-3%,i,-5,40µM*,-21%
O=C(CCCn1cnnn1)N[C@@H]1COCC[C@@H]1OCC1CCC1,2%,-3%,0%,-24%,-2,-9%,2%
Cc1cc(C)cc(-c2cccc(CN)c2)c1,56µM*,x,-13%[87.6 µM],i,-15,40µM*,-2%[87.6 µM]
CN1CC(=O)N(c2cccc(F)c2)Cc2c1ncnc2N1CCOCC1,i,x,-24%,i,12,3%,5%
CC(C)OCCCN1C(=O)c2[nH]nc(-c3ccccc3O)c2C1c1cccc(OCc2ccccc2)c1 (centres undefined),x,x,u,x,5,x,u

# Going on with the list.
SMILES,HEK293 tox,FLuc inh,SNCA viab count,GPT2 inhibitor,IP6K1 inhibitor,3T3 cytotox,SNCA expr inhib
CC(=O)N1Cc2ccccc2CC2(CCCCN2Cc2cccnc2)C1 (centres undefined),-10%,x,-18%,i,-16,-14%,18%
CCOC1CCOC2(CCN(C(=O)c3ccc4c(c3)OCO4)CC2)C1 (centres undefined),-14%,x,1%,2%,15,-20%,13%
COc1ccccc1-n1c(-c2ccc(C)cc2)cn2c3c(=O)n(C)c(=O)n(C)c3nc12,x,x,18%,x,-2,x,35%[activator]
CCOc1ccc(NC(=O)C2CCN(C(=O)c3nnn4c3COC(c3ccc(C)cc3)C4)CC2)cc1 (centres undefined),3%,u,-1%,-15%,2,0%,53%[activator]
Cc1ccc(N2CC(c3noc(C4CCN(C(=O)c5ccccc5)CC4)n3)CC2=O)cc1 (centres undefined),-2%,11%,1%,i,1,-9%,16%
Cn1ncc2c(C(=O)NCC3CC3)cc(-c3ccsc3)nc21,u,x,-12%[87.6 µM],i,-11,89µM*,-16%[87.6 µM]
CNC(=O)[C@@H]1CN(C(=O)c2nccc3ccccc23)C[C@H]1COC,i,0%,u,-1%,4,1%,5%
COc1ccc(CNC(=O)Cc2ccc(NC(=O)N3CCSc4ncccc43)cc2)cc1OC,x,x,-4%,x,0,x,-3%
COc1ccc(NC(=O)NC[C@H]2O[C@@H]3C[C@@H](CC(=O)NCc4nccn4C)O[C@@H]3[C@@H]2O)cc1,0%,2%,-2%,0%,-7,i,-7%
CCOC(=O)c1c(NC(=O)c2cc(OC)c(OC)c(OC)c2)sc2c1CCCC2,x,x,18%,x,53,x,-14%
CCCCCOc1ccc(NC(=O)Cc2csc(C)n2)cc1,x,x,9%,x,2,x,19%
Clc1ccc(-c2cn3ncsc3n2)cc1,x,x,-2%,x,-10,x,86%[activator]
Cc1ccc(C(=O)N2CCC(C(=O)N3CCC(c4nc5ccncc5[nH]4)CC3)CC2)cc1,-13%,x,u,i,4,-28%,12%
COc1ccc(-c2nc3c(C)cccc3cc2CN2CC[C@@H](O)C2)cc1,u,11%,u,-13%,2,u,22%
Cc1ccc(NC(=O)Cn2c(=O)n(CCCCCC(=O)NCc3ccc(F)cc3)c(=O)c3sccc32)cc1C,x,x,-2%,x,14,x,-3%
Cc1cccc(CN2C(=O)c3ccccc3Sc3ccc(C(=O)NCc4ccco4)cc32)c1,x,x,-11%,x,5,x,17%
O=C(NCCO)C(=O)NCC(c1ccc2c(c1)OCO2)N1CCOCC1 (centres undefined),x,x,8%,x,1,x,12%
COc1ccc(CN2C(=O)CO[C@H](c3ccc(NC(=O)Nc4ccccc4)cc3)[C@H]2CO)cc1,u,u,1%,-9%,-9,u,32%[activator]
O=C(C1CCCCC1)N1CC[C@H]2COC(=O)N2c2cc(F)ccc2C1,0%[172 µM],2%[172 µM],-5%[87.6 µM],-6%[88.5 µM],-15,-18%[174 µM],10%[87.6 µM]
O=C1CC(NCc2ccoc2)CN1CCc1cccc(Cl)c1 (centres undefined),0%,-2%,10%,i,20,-9%,-13%
CON(C)C(=O)N1N=C(c2cc(F)ccc2F)S[C@@]1(CCCN)c1ccccc1,x,x,-25%&-14%,u,-1,x,7%
CCc1ccc(NC(=O)CCc2c(C)n(C)c3cc(-c4ccccc4C)nn3c2=O)cc1,x,x,5%,x,9,x,16%
COc1ccc(-c2cc(C[C@H]3CNCC[C@H]3CC(=O)N(C)Cc3ccccc3)no2)cc1,32µM*,1%[172 µM],-4%[87.6 µM],1%[88.5 µM],5,35µM*,-22%[87.6 µM]
CC(=O)N1Cc2ccccc2CC2(CCCCN2CC2CCCC2)C1 (centres undefined),u,x,-19%,-22%,-3,u,-9%
COc1ccc2[nH]c(C(=O)N3CCCN(S(=O)(=O)c4ccccc4)CCC(=O)NCC3)cc2c1,u,-9%,2%,-2%,-1,-22%,43%[activator]

# Filtered by structure, the entries above containing an aryl thioether with sulfur outside any ring.
SMILES,HEK293 tox,FLuc inh,SNCA viab count,GPT2 inhibitor,IP6K1 inhibitor,3T3 cytotox,SNCA expr inhib
Cc1nc(C)c(-c2ccc(SCC(=O)Nc3cccc(C)c3C)nn2)s1,x,x,0%,x,-1,x,85%[activator]
Cc1cc(=O)[nH]c2nnc(SCc3cccc(C(F)(F)F)c3)n12,x,x,2%,x,11,x,-5%

# The list continues:
SMILES,HEK293 tox,FLuc inh,SNCA viab count,GPT2 inhibitor,IP6K1 inhibitor,3T3 cytotox,SNCA expr inhib
COC(=O)CSc1nc2sc3c(c2c(=O)n1Cc1ccccc1)CCC(C(C)(C)C)C3 (centres undefined),x,x,-9%,x,-6,x,2%
CN1C[C@H](NCc2nccs2)CCC[C@@H](C(=O)N(C)Cc2cccnc2)CC1=O,-7%[172 µM],-8%[172 µM],3%[87.6 µM],i,-3,0%[174 µM],22%[87.6 µM]
C=CCN1C[C@H]2COc3cc(OC)ccc3[C@H]2N(C(=O)Cc2ccccc2)CCC1=O,-17%,x,x,x,-2,u,x
CCCCc1ccc(NC(=O)CSc2nc3ccccc3nc2N2CCCCC2)cc1,x,x,0%,x,1,x,-16%
CN(C)C[C@@H]1CN(C)C[C@H]1NS(=O)(=O)c1ccc(C(F)(F)F)cc1,u,-12%,6%,i,11,-27%,-15%
CC(C)N1C[C@H](O)C[C@H]1c1nnc2n1CCN(C(=O)COc1ccccc1)CC2,0%,4%,3%,i,-13,-7%,15%
O=C(c1cscn1)N1CCCC(CCc2cccc(F)c2)C1 (centres undefined),u,-22%,-4%,-26%,3,u,39%[activator]
Cc1nn(-c2ccccc2)c2c1C(C1CC1)N(C1CCCN(C(=O)c3ccc(F)cc3)C1)C2=O (centres undefined),32µM*,x,x,x,-3,u,x
c1ccc(Nc2cc3c(cn2)CN(Cc2ccccn2)CCN3)cc1,u,-28%[172 µM],-20%[87.6 µM],-1%[88.5 µM],-19,u,30%[activator][87.6 µM]
COc1cccc(CNC(=O)CC2CCCCN(C)C2=O)c1OC (centres undefined),0%,-9%,6%,i,2,-6%,5%
CN1CC(O)C(O)C(O)C1CO (centres undefined),x,x,-1%,0%,x,x,5%
CNC(=O)c1cc(C2CC2)nc2c1c(C1CCN(C(=O)Cc3ccc(OC)cc3)CC1)nn2C,i,x,x,x,2,1%,x
Cc1c(C(=O)Nc2cccc(Cl)c2)oc2ccc(S(=O)(=O)N(C)C3CCCCC3)cc12,x,x,-2%,x,2,x,12%
Cc1ccc(-c2noc([C@@H]3Cc4nc[nH]c4CN3C(=O)CCC(=O)O)n2)cc1,-12%[172 µM],u,8%[87.6 µM],u,8,-21%[174 µM],u
FC(F)(F)CN1C2CCC1CN(c1nnnn1-c1ccccc1)C2,i,x,-4%,-2%,-13,i,-2%
CC(C)NC(=O)N1Cc2ccccc2OC2(CCN(C(=O)CCC(=O)O)CC2)C1,i,x,5%&-10%,5%,-12&2,i,-1%&18%
O=C(Nc1ccc(C2(C(=O)NCc3cccc(Cl)c3)CCC2)cc1)C1CC1,u,2%,-13%,-23%,2,u,-2%

# High-throughput results (PubChem BioAssay)

# These rows are one share of the data; rates above refer to the full screens.
